Assay outcomes (PubChem)
NLRP3 yeast inh – inhibitors of NALP3 inflammasome in yeast; Yeast reconstituted NLRP3/ASC/caspase-1, beta-gal luminescence, 24 h; inhibition, % at 10 µM; actives 0.39% (n = 330,000); AID 2825;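 active means inhibition of 50% or more; inactive means inhibition below 50%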;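 further: plate controls were induced DMSO wells for no effect and uninduced yeast grown without galactose for full effect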
APJ ag – APJ receptor agonism; actives 0.11% (n = 330,000); activation, % at 20 µM; P35414; AID 2520; CHO-K1 APJ PathHunter beta-arrestin, luminescence; 0% DMSO wells, 100% apelin;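 active means activation more than six SD over the plate average, tested at 20 µM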;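 further: 0% = DMSO alone and 100% = apelin-13 at 10 nM; some results filed as inactive read as strong as hits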
Target sequence (P35414 whole entry, looked up): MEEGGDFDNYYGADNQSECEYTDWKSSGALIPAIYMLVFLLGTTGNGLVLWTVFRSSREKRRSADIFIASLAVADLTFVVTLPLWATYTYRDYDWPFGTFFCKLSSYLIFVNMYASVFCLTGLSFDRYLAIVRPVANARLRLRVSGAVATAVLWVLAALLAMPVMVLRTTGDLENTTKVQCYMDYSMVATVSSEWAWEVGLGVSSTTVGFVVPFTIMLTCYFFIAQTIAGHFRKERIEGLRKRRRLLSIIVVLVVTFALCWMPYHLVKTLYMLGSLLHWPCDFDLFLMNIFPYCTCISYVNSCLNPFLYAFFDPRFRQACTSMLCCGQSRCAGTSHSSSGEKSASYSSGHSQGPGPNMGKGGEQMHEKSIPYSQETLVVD
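Material: engineered CHO-K1 APJ arrestin reporter cells; amount: 1000 CHO-K1 reporter cells seeded per well; incubation: compound stimulation 90 min at 25 °C, detection 60 min; signal: luminescent beta-gal fragment complementation, chemiluminescent substrate; read-out basis: APJ agonist activity; controls: DMSO-only wells as negative, 10 nM Apelin-13 as positive control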
UPR CHOP act – activators of apoptotic arm of unfolded protein response (CHOP); CHO-CHOP luciferase reporter, UPR activation, luminescence; percent of tunicamycin response over DMSO baseline; activation, % at 10 µM; actives 0.34% (n = 330,000); AID 449763;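 active means at 10 µM dose, activation of 40% or more, normalized to positive control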;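 further: 100% = tunicamycin at 10 µg/mL and 0% = DMSO alone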
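assay system = CHO CHOP reporter cells | amount = 500 CHO-CHOP cells per well | buffer or medium = F12 with 10% FBS | incubation = 16-18 h cell attachment, then 6 h compound exposure, 37 °C | detection = luminescence read with Steady-Glo | read-out = percent activation relative to tunicamycin control | controls = tunicamycin high control, DMSO low control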
GRIN3A LBD mod – modulators (binders) of human NR3A ligand-binding domain | Tm shift relative to glycine control, % at 25 µM | actives 2.5% (n = 340,000) | NR3A LBD differential scanning fluorimetry, Tm shift; 0% = protein alone, 100% = glycine-bound protein | AID 1259313;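 active means melting temperature shift of at least 10% of the positive control shift, at one fixed dose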
tim10-1 inh – tim10-1 yeast growth inhibition | actives 2.2% (n = 330,000) | AID 463190 | S. cerevisiae tim10-1 ts strain growth, BacTiter-Glo, 24 h | inhibition, % at 20 µM;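 active means inhibition of at least 40%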;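 further: mutant grown at 25 °C; 0% = DMSO wells with yeast and 100% = wells holding no yeast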
TIM10 inh – growth inhibitors of TIM10 yeast strain; S. cerevisiae TIM10 strain growth, BacTiter-Glo luminescence, 24 h; inhibition, % at 10 µM; actives 1.4% (n = 330,000); AID 463195;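 active means inhibition of 40% or more at the single tested concentration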;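 further: wild-type TIM10 isogenic control strain grown at permissive 25 °C; 0% = DMSO yeast wells and 100% = minimal medium wells without yeast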
Mdm2 MdmX PPI – human Mdm2/MdmX binding inhibition; SaOS-2 split-luciferase Mdm2/MdmX complementation, luminescence; inhibition, % at 8 µM; actives 3% (n = 330,000); O15151+Q00987;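 active means inhibition of at least 50% at 8 µM in the primary screen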
tim23-1 inh – tim23-1 yeast growth inhibition | S. cerevisiae tim23-1 growth, BacTiter-Glo luminescence, 24 h | inhibition, % at 20 µM | actives 1.3% (n = 330,000) | AID 463212;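 active means growth inhibition of the mutant yeast at or above 50%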;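 further: temperature-sensitive mutant grown at 25 °C; plate controls were DMSO-treated mutant yeast for no effect and medium wells lacking yeast for full effect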
UPR XBP1 act – activators of adaptive arm of unfolded protein response (XBP1); activation, % at 20 µM; CHO-XBP1 luciferase reporter, IRE1-XBP1 UPR activation, luminescence; percent of tunicamycin response, DMSO as zero; actives 0.33% (n = 330,000);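 active means versus positive control, 20 µM dose yields 30% or more activation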;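 further: 100% = tunicamycin at 10 µg/mL and 0% = DMSO only wells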
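Assay system: IRE1-XBP1 luciferase reporter CHO line. Input: 1000 cells/well. Buffer or medium: F12 with 10% serum. Doses: 20 µM, 1% DMSO. Times: overnight seeding at 37 °C, 6 h compound treatment at 37 °C. Technique: Steady-Glo luciferase glow luminescence, 10 min after reagent addition.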
* marks the source's active call; other numbers are inactive results; nt = not tested or not shown.

SMILES | NLRP3 yeast inh | APJ ag | UPR CHOP act | GRIN3A LBD mod | tim10-1 inh | TIM10 inh | Mdm2 MdmX PPI | tim23-1 inh | UPR XBP1 act
COc1ccc(N2CC(NC(=O)NC(C)(C)C)CC2=O)cc1 (stereo unspecified) | 13 | -1 | -1.9 | 0 | 1 | -18 | 9 | 3 | 0
O=C(COc1ccc(Cl)cc1Cl)Nc1ccc(-c2ccc(N3CCOCC3)nn2)cc1 | 16 | 4 | 3.8 | 2 | 6 | -3 | -9 | 7 | -4
COCCNC(=O)CCc1c(C)nc2c(c(C)nn2-c2ccc(C)cc2)c1C | 19 | -3 | -0.2 | -2 | 20 | 4 | 13 | 23 | -2
COc1ccccc1CNC(=O)CCS(=O)(=O)c1ccc2c(c1)CC(C)N2C(=O)C1CC1 (stereo unspecified) | 8 | -2 | -1.7 | -1 | 5 | -7 | 14 | -4 | -3
COc1cc(OC)cc(C(=O)Nc2ccc(N(C)C)c3ccccc23)c1 | 17 | -2 | -1.3 | -1 | 3 | -9 | 19 | 13 | -3
CCCCN(C(=O)C1=NN(c2ccccc2)C(=O)CC1)c1c(N)n(CCC)c(=O)[nH]c1=O | -1 | 1 | 0.7 | 2 | -7 | -1 | 19 | 8 | 2
CCN(C(=O)CSc1nnnn1C)C1CCCCC1 | 5 | 0 | 0.3 | 0 | -3 | 0 | 0 | -3 | -2
CCCCSc1nnc(-c2cc3c(C(F)(F)F)nn(C)c3s2)n1C | -8 | 1 | -0.5 | 0 | 16 | 6 | 3 | 23 | 1
Cc1cccc(CCNS(=O)(=O)c2cc3c(cc2C)NC(=O)CO3)c1 | 14 | -2 | 0.2 | 2 | 10 | 2 | 36 | -3 | -1
O=C(Nc1nc2c(F)c(F)c(F)cc2s1)c1ccco1 | 18 | 4 | 5.6 | 1 | 10 | 22 | -83 | 16 | 6
Cc1c(Cl)cnc(NC(=O)COC(=O)C(NC(=O)c2ccco2)C(C)C)c1Cl (stereo unspecified) | 13 | 0 | 2.5 | -6 | 14 | 5 | 5 | 9 | 0
O=C1CC(N2CCN(c3ccc(O)cc3)CC2)C(=O)N1c1ccc2c(c1)OCO2 (stereo unspecified) | 10 | 1 | -0.6 | 0 | 2 | 8 | 13 | 3 | -2
CCOc1ccc(NC(=S)N(CCOC)C(C)c2cccnc2)cc1 (stereo unspecified) | 21 | 2 | -0.5 | 1 | 13 | 10 | -17 | 30 | -1
COc1ccc(C(OC(=O)c2ccco2)C(=O)NCC2CCCO2)cc1 (stereo unspecified) | -9 | 0 | -1.7 | -1 | 6 | -11 | 5 | 11 | 1
O=C(CN(Cc1ccccc1)S(=O)(=O)c1ccc(F)cc1)NCCC1=CCCCC1 | 3 | -7 | -3.1 | 0 | 34 | 34 | 6 | 38 | -2
O=C(CN1C(=O)C2CCCCC2C1=O)N1CCN(c2ncccn2)CC1 (stereo unspecified) | 2 | -4 | -1.2 | 0 | 0 | -1 | 7 | 17 | -4
O=C(NCc1ccccc1)c1cccc(NS(=O)(=O)c2cccc3cccnc23)c1 | 10 | 8 | -0.4 | -2 | 5 | 15 | -10 | 15 | -3
CSc1ccccc1NC(=O)c1ccco1 | -36 | -2 | -0.7 | 1 | 4 | 12 | -13 | 4 | -1
COc1cc2c(cc1OC)C(c1ccc(Br)cc1)NCC2 (stereo unspecified) | 26 | -2 | 0.0 | 0 | 4 | 15 | 26 | 11 | -2
COc1cccc(CC2(CO)CCCN(Cc3ccc(CN4CCCCC4)s3)C2)c1 (stereo unspecified) | 15 | -4 | -1.0 | -2 | 7 | 10 | -19 | 10 | -1
O=c1ccc(-c2ccc(S(=O)(=O)NCC3CCN(Cc4ccccc4F)CC3)s2)n[nH]1 | -5 | 14 | -0.7 | -3 | -7 | 1 | -29 | 2 | -6
COC(=O)c1ccccc1Sc1c(/C=N/OC(=O)c2ccccc2)c(C(F)(F)F)nn1C | -11 | -3 | 1.3 | 0 | 18 | 9 | -2 | 14 | 0
Cc1ccccc1Cc1c(C)nc2nc(SCC(=O)NCc3ccco3)nn2c1C | 5 | -4 | 0.9 | 0 | 17 | 22 | 17 | 14 | 1
CCOC(=O)CNC(=O)CSc1nnc(-c2ccco2)n1Cc1ccco1 | -8 | -1 | -0.7 | 1 | 4 | -8 | -6 | 1 | -1
COc1cc(CCC(=O)OCC(=O)Nc2ccc(F)cc2F)cc(OC)c1OC | 19 | 1 | 0.0 | -1 | 30 | 6 | -19 | 30 | -1
COc1cccc2c(=O)n(CC(=O)Nc3ccccc3)ccc12 | 25 | -2 | -0.7 | 0 | 2 | 0 | -16 | 8 | 1
Cc1oc2ccc(OC(C(=O)O)c3ccccc3)cc2c1C(=O)O (stereo unspecified) | 3 | -1 | 0.5 | -2 | 11 | -5 | 9 | 6 | -1
CCCSc1nnc(Cn2c(=O)sc3ccccc32)n1-c1ccccc1 | -13 | -5 | -2.8 | -1 | 15 | -4 | 23 | 27 | 0
C=CCn1c(-c2ccc(C)cc2)nc2ccccc21 | 39 | -6 | 3.0 | 0 | 31 | 17 | -15 | 22 | 0
Cc1noc(C)c1S(=O)(=O)Nc1ccc(C(=O)NC2CCCCCC2)cc1 | 9 | 4 | 0.4 | 4 | 15 | -7 | 24 | 32 | 0
Nc1cc(S(=O)(=O)N2CCOCC2)ccc1Oc1cccc(Br)c1 | 34 | 0 | -1.0 | 0 | 28 | 9 | 19 | 14 | -3
CC(C)(C)CN1C(=O)C(=O)NC[C@H]1Cc1ccc(O)cc1 | 0 | 5 | -1.5 | -2 | 5 | 12 | -26 | 9 | -2
Cc1sc2ncn(CC(=O)NCC(=O)N(C)Cc3ccccc3)c(=O)c2c1C | 16 | 1 | 0.7 | -1 | 3 | 0 | 6 | 10 | -3
CC(C)CNS(=O)(=O)c1ccc(C(=O)Nc2ccc3c(c2)OCO3)cc1 | 12 | -1 | 0.7 | 0 | -1 | 0 | 2 | 3 | 3
COc1ccc(C2=NS(=O)(=O)N(C)C(C(=O)NCc3ccc4c(c3)OCO4)=C2)cc1OC | 12 | -2 | -0.6 | -4 | -1 | -4 | -21 | -5 | -5
CC(C)n1c(=S)[nH]c2c1c(=O)[nH]c(=O)n2C | 23 | -1 | -0.6 | 2 | -8 | 2 | 26 | -9 | -3
CCc1nnc2n1N=C(c1ccc([N+](=O)[O-])cc1)CS2 | 12 | 5 | 2.0 | 7 | 5 | 12 | 31 | 11 | -2
CCCCCNC(=O)Cc1ccc(OC)cc1 | 16 | -3 | 1.5 | -1 | -8 | -4 | -27 | 3 | 0
O=C(CN1CCOCC1)Nc1cccc(C(F)(F)F)c1 | 12 | -2 | 2.2 | 0 | 6 | 27 | 20 | 10 | 0
CC1CCC(C(C)C)C(OC(=O)COC(=O)c2ccc(=O)[nH]c2)C1 (stereo unspecified) | 22 | -1 | -0.3 | 1 | 16 | 25 | -18 | 9 | -2

Some of these compounds in order of the GRIN3A LBD mod value, high to low.
mol | GRIN3A LBD mod
CCc1nnc2n1N=C(c1ccc([N+](=O)[O-])cc1)CS2 | 7
CC1CCC(C(C)C)C(OC(=O)COC(=O)c2ccc(=O)[nH]c2)C1 (stereo unspecified) | 1
O=C(CN1CCOCC1)Nc1cccc(C(F)(F)F)c1 | 0
CCCCCNC(=O)Cc1ccc(OC)cc1 | -1

Going on with the list:
SMILES | NLRP3 yeast inh | APJ ag | UPR CHOP act | GRIN3A LBD mod | tim10-1 inh | TIM10 inh | Mdm2 MdmX PPI | tim23-1 inh | UPR XBP1 act
COCCNS(=O)(=O)c1cc(OC)c(Cl)cc1Cl | 8 | 0 | -0.4 | nt | 21 | -8 | 11 | 5 | -3
O=C(NC1CCCCCC1)C(=O)NC1CC1 | 5 | 1 | -0.8 | 1 | -1 | -8 | -8 | 0 | -2
CCOC(=O)[C@H]1[C@H]2COc3cc(OC)ccc3[C@@H]2N2C(=O)CN(Cc3ccc(Cl)cc3)C(=O)[C@@]12C | 11 | -1 | -1.8 | 4 | 3 | -2 | -12 | 20 | -4
O=C(Cc1ccc(S(=O)(=O)N2CCOCC2)s1)Nc1ccccc1N1CCCC1 | 3 | -3 | 0.0 | -2 | -1 | 5 | 15 | -2 | -6
COc1ccc(CCNC(=O)CCc2nnc(Cc3ccc4c(c3)OCO4)o2)c(OC)c1 | 9 | -3 | 0.3 | 0 | -2 | 8 | 36 | -3 | -6
Clc1nc(-c2ccccc2)ncc1Oc1ccccc1 | 18 | -3 | 3.7 | -1 | -27 | -4 | 2 | 3 | 2
CC(/C=C/c1cccc([N+](=O)[O-])c1)=N\NC(=O)c1ccncc1 | -5 | 2 | 2.8 | -1 | 27 | 13 | 31 | 38 | -2
CCN1/C(=C2\C(=O)N(C)C(=S)N2c2ccccc2)C=Cc2ccccc21 | 5 | -1 | -0.5 | 0 | 15 | 6 | 2 | 21 | -2
CC(C)(C)c1ccc(-c2nc(C#N)c(NCc3cccnc3)o2)cc1 | 4 | 1 | 3.0 | -9 | 18 | 3 | -13 | 6 | -5
CCn1c(C)c(C(C)=O)c(N2CCN(c3ccc(OC)cc3)CC2)nc1=S | -1 | 0 | 2.7 | 0 | 11 | 4 | -21 | 10 | 0
CSc1nc(-c2ccccc2)nn1C(=O)c1ccccc1 | -1 | -6 | 0.5 | 6 | 25 | 26 | -12 | 41 | 1
Nc1nc(-c2ccco2)nn1C(=O)c1ccc([N+](=O)[O-])cc1 | 17 | -1 | -0.7 | 0 | 3 | 0 | 20 | 13 | -5
O=C1OC(OC(=O)c2ccccc2Br)C(N2CCOCC2)=C1Cl (stereo unspecified) | 4 | -2 | 0.0 | -8 | 40 | 7 | 9 | 18 | -4
O=[N+]([O-])c1ccc(COc2ccc(-c3[nH]ncc3-c3ccccc3)c(O)c2)cc1 | 21 | -4 | -1.0 | 25* | 17 | 5 | 27 | 4 | -4
CCOc1cc(C2C(C(=O)OC)=CN(Cc3ccc(Cl)cc3)C=C2C(=O)OC)ccc1O | 6 | -1 | 2.6 | 3 | 29 | 31 | -5 | 20 | 0
Cc1nn(-c2ccc(Cl)c(Cl)c2Cl)c(=O)c2ccccc12 | 40 | 0 | 1.2 | -6 | 40 | 8 | 20 | 54* | -2
CCCC(=O)C1=C(O)C(C(=O)OC)C(C)(C)CC1=NCCCCCC(=O)O (stereo unspecified) | 16 | 0 | 0.3 | 2 | 15 | -9 | -1 | -2 | -1
CC(C)(C)NC(=O)C(c1ccco1)N(C(=O)Cn1nnc(-c2ccc(F)cc2)n1)c1ccccc1 (stereo unspecified) | 6 | -2 | -0.4 | 1 | 16 | 27 | 27 | 40 | 3
COc1ccccc1COc1ccc2c(C)c(CCC(=O)O)c(=O)oc2c1C | 3 | -4 | -0.3 | -1 | 18 | 6 | 4 | 15 | -4
